# Screening data from PubChem BioAssay.
# proCasp3 act – activators of human procaspase-3. activation, % at 8.5 µM. recombinant procaspase-3 D3A, Ac-DEVD-pNA absorbance 405 nm. actives 0.11% (n = 330,000);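 active means activation above the mean of all tested compounds plus 3 SD, cut at about 21% in these data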;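 further: 0% = DMSO alone and 100% = DMSO wells spiked with extra 5 µM PC-3 D3A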
#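 Assay system: Autoprocessing-dead procaspase-3 D3A mutant enzyme; also added: Ac-DEVD-pNA; doses: one concentration, 8.5 µM nominal, 0.8% DMSO; times: 1 h compound preincubation, 2 h substrate hydrolysis at 25 °C; technique: 405 nm absorbance of p-nitroaniline, reads at 0 and 120 min; measure: % activation between DMSO and enzyme-spiked controls; repeats: single replicate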
# ZTA counter – counter-screen for EBNA-1 inhibitors: inhibitors of Epstein-Barr virus ZTA | inhibition, % at 11 µM | actives 0.15% (n = 320,000) | ZTA-DNA binding, fluorescence polarization; in the data active means inhibition above about 33%
# LAP4 TOR yeast – modulators of TOR pathway LAP4-GFP in S. cerevisiae | actives 0.34% (n = 320,000) | AID 2023 | GFP response vs DMSO, % at 10 µM | S. cerevisiae LAP4-GFP multiplex, flow cytometry GFP, 3 h; median GFP as percent of DMSO wells;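 active means GFP response vs DMSO above a set limit, about the screen mean plus 3 SD, cut at about 150% in these data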
# MEP2-GFP yeast – yeast TOR pathway MEP2-GFP modulation. actives 0.51% (n = 330,000). GFP response vs DMSO, % at 10 µM. S. cerevisiae MEP2-GFP strain, flow cytometry GFP, 3 h; 100% = DMSO control level;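 active means GFP response versus DMSO above a set limit, roughly screen mean plus 3 SD, cut at about 180% in these data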;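 further: median GFP fluorescence of the barcode-gated MEP2-GFP cells per well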
# AHR activator – human AHR activation | P35869 | AHR-responsive luciferase reporter cells, luminescence | activation, % at 5 µM | actives 2.5% (n = 320,000); in the data active means activation above about 47%;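 further: 0% = vehicle wells and 100% = reference agonist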
# EBNA-1 inhibitor – blocks EBNA-1 binding to DNA | EBNA-1 DNA binding, fluorescence polarization | inhibition, % at 14.8 µM | actives 0.34% (n = 300,000) | AID 1950; in the data active means inhibition above about 28%
# RPL19A-GFP yeast – yeast TOR pathway RPL19A-GFP modulation | S. cerevisiae RPL19A-GFP strain, flow cytometry, 3 h; active compounds read low | percent response vs DMSO, % at 10 µM | actives 0.3% (n = 330,000) | AID 2025;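 active means percent response vs DMSO below 50%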;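 further: median channel GFP fluorescence of the barcoded RPL19A-GFP strain; ratio of sample median GFP to plate DMSO average so 100% = DMSO; lower means less RPL19A-GFP as with rapamycin TOR inhibition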
# procasp7 counter – activates human procaspase-7, counter-screen for procaspase-3 activators. P55210. recombinant procaspase-7, Ac-DEVD-pNA absorbance 405 nm; D23A/D198A/D206A triple mutant, cannot self-cleave; scale: DMSO 0, 5 µM enzyme 100. actives 0.093% (n = 330,000). activation, % at 8.5 µM;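 active means percent activation above the screen-wide mean plus 3 SD, cut at about 25% in these data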
#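 Assay system: Uncleavable procaspase-7 mutant enzyme; Input: 2 µM procaspase-7 mutant as dispensed; Also added: DEVD-pNA substrate; Medium: Zinc-free HEPES pH 7.4 with 300 mM NaCl, 0.01% Triton X-100; Timing: 1 h compound preincubation, 2 h substrate cleavage, 25 °C; Measured by: Epi-absorbance of released pNA at 405 nm, two timepoints.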
# * = called active by the depositor; x = not tested or not shown.
# Fields – proCasp3 act | ZTA counter | LAP4 TOR yeast | MEP2-GFP yeast | AHR activator | EBNA-1 inhibitor | RPL19A-GFP yeast | procasp7 counter
Cn1cc(C(=O)NC2CCCCCCC2)c(=O)c2cc(S(=O)(=O)N3CCCC3)ccc21
  0 | 9 | 99 | 104 | -1 | 10 | 101 | -4
Cc1ccc(O)c(CO)n1
  -5 | -9 | 105 | 108 | 1 | -11 | 102 | 2
CCOC(=O)c1[nH]c2ccccc2c1NC(=O)C1CCCC1
  2 | -4 | 106 | 119 | 17 | 9 | 104 | 7
Cn1c(CCNC(=O)c2ccco2)nc2cc(NC(=O)c3ccccc3)ccc21
  0 | 1 | 82 | 89 | 7 | -2 | 91 | 4
CN(C)c1ccc(NC(=O)CSc2nc(C3CC3)nc3ccccc23)cc1
  -1 | 4 | 103 | 104 | 9 | 6 | 103 | -15
O=[N+]([O-])c1cccc(/C=C/c2ccccn2)c1
  9 | -3 | x | 100 | 25 | 2 | 88 | 0
CCOc1cc(C(=S)N2CCOCC2)ccc1OS(=O)(=O)c1ccc(Br)cc1
  2 | 3 | 91 | 104 | 6 | 5 | 97 | 3
CN(CCC#N)C(=O)COC(=O)c1ccccc1OCc1ccccc1Cl
  6 | -12 | 96 | 105 | 1 | -21 | 98 | 7
Cc1ccc(-c2nc(CN3CCN(C(=O)C4CCCO4)CC3)cs2)cc1 (stereo unspecified)
  3 | -29 | 82 | 95 | 5 | -7 | 108 | -15
O=C(O)c1cc(-c2ccc(Cl)cc2)n(-c2ccc(Cl)cc2)n1
  -2 | 12 | 101 | 102 | 5 | -6 | 102 | -4
O=C(CSc1cccc2cccnc12)Nc1cccc(S(=O)(=O)N2CCOCC2)c1
  -1 | 20 | 103 | 107 | 2 | 1 | 103 | 23
Cc1ccsc1C(=O)OCC(=O)Nc1c(Cl)cccc1C(F)(F)F
  13 | -6 | 96 | 109 | -2 | -20 | 100 | 14
Cc1ccc(C(=O)Cn2c(C)cc(C)c(C#N)c2=O)cc1
  -3 | 1 | 106 | 102 | 8 | -8 | 100 | -6
COc1ccc(NC(=O)CSc2ccccc2)cn1
  3 | 12 | 125 | 102 | 4 | 1 | 104 | 10
CC(C)(C)NCCOCCOc1ccccc1-c1ccccc1
  -7 | -11 | 95 | 82 | -1 | -5 | 107 | -7
CCOCc1c(C(=O)OCC(=O)Nc2ccc(C)c(S(=O)(=O)N(C)C)c2)oc2ccccc12
  4 | -7 | 111 | 110 | 3 | -2 | 108 | 0
COc1ccc2c(c1OC)C(=O)N1N=C(c3ccc(Cl)cc3)CC21 (stereo unspecified)
  3 | 2 | 115 | 94 | 13 | 6 | 108 | 5
O=C(NC(Cc1ccccc1)C(=O)O)/C(=C/c1ccc([N+](=O)[O-])cc1)NC(=O)c1ccccc1 (stereo unspecified)
  -29 | -15 | 93 | 109 | 35 | -6 | 107 | -30
O=S(=O)(Nc1ccc(S(=O)(=O)N2CCCCC2)cc1)c1cccs1
  0 | 1 | 98 | 98 | 2 | 0 | 97 | 10
C[N+](C)(C)CCCC(=O)c1ccc2c(c1)OCO2
  -1 | -7 | 98 | 96 | 0 | 7 | 97 | -3
CCOC(=O)c1nn(-c2ccc(F)cc2)c(-c2ccccc2)c1C(=O)c1ccccc1
  -2 | 1 | 102 | 111 | 2 | -19 | 102 | -2
COc1ccc(Cl)c2sc(NC(=O)C3=COCCO3)nc12
  15 | 16 | 108 | 100 | 45 | 5 | 102 | 5
COc1cc(C(=O)NCC(c2ccccc2)N(C)C)ccc1OCc1c(C)noc1C (stereo unspecified)
  9 | 6 | 105 | 105 | 0 | x | 96 | 4
COC(=O)CCC(=O)OC1(C)C(=O)C2=CN(CC3CC3)C(c3ccc(OC)cc3)=CC2=C(Br)C1=O (stereo unspecified)
  -13 | -6 | 91 | 97 | 3 | 8 | 104 | -43
COc1ccc(CCNC(=O)c2cccc(NC3=NC4CS(=O)(=O)CC4S3)c2)c(OC)c1 (stereo unspecified)
  7 | 5 | 102 | 98 | 0 | 10 | 101 | 8
CC1CCCC(NC(=O)COC(=O)c2ccc(S(=O)(=O)N3CCOCC3)cc2)C1C (stereo unspecified)
  -2 | -2 | 103 | 100 | 1 | 11 | 104 | -1
Cc1ccc(C(=O)OCc2nnc(-c3ccc(Br)cc3)o2)cc1
  5 | -7 | 123 | 107 | 3 | -19 | 95 | 13
O=C(Nc1cccc(-c2cccc(F)c2)c1)C1CCN(Cc2ccc(CO)o2)CC1
  5 | -10 | 88 | 99 | 7 | -8 | 98 | -4
CCc1nnc(SCc2cn3c(C)cc(C)nc3n2)n1N
  -7 | 10 | 94 | 93 | 3 | -2 | 91 | 9
O=C(O)CSc1nnc(Cn2c(=O)sc3ccccc32)n1-c1cccc(Cl)c1
  3 | -4 | 102 | 113 | -1 | -6 | 114 | 8
CCOC(=O)/C(C#N)=C/c1ccc(OCC(=O)Nc2cc(C)ccc2C)c(OC)c1
  5 | 5 | 98 | 106 | 0 | -8 | 96 | 8
O=c1c2[nH]c3ccccc3c2ncn1Cc1ccccn1
  12 | 3 | 98 | 104 | 19 | 0 | 98 | 12
CCN(CC)CCCNC(=O)C1CCN(C(=O)c2oc3cc4sc(N(C)C)nc4cc3c2C)CC1
  6 | -4 | 88 | 95 | -1 | -12 | 96 | -2
Cc1ccnc(SCC(=O)NC2CC2)n1
  -1 | -15 | 96 | 97 | 2 | 1 | 99 | 8
COc1ccc(/C=N/NC(=S)N[C@H]2CC3CCC2C3)cc1 (stereo partly specified)
  3 | -7 | 102 | 103 | 12 | -10 | 96 | 0
Cc1ccc(OCc2nnc(SCC(=O)Nc3sc(C)c(C)c3C#N)n2C)cc1
  -1 | 10 | 101 | 104 | 2 | 19 | 103 | 3
CC(=O)Oc1ccc(C(=O)NC(C)CCc2ccccc2)cc1 (stereo unspecified)
  -6 | 7 | 91 | 108 | 1 | 5 | 99 | 3
CC(=O)N1CCC(N(C(=O)Nc2ccc(F)cc2)C2CCCC2)CC1
  10 | -10 | 97 | 97 | 0 | 17 | 100 | 5
O=C(c1ccc(Oc2ccccc2)cc1)c1nc2c(n1O)CCCC2
  -17 | 7 | 100 | 95 | 1 | -10 | 97 | -50
COc1cccc2oc3ccc(C#Cc4ccccn4)cc3c(=O)c12
  1 | -1 | 152* | 92 | 16 | -1 | 99 | -5
Cc1cc(C(=O)NCCc2ccc(Cl)cc2)no1
  1 | 22 | 99 | 100 | -6 | -1 | 98 | 6
COc1ccc(NS(=O)(=O)c2ccc(NC(=O)CCNS(=O)(=O)c3ccc(C)cc3)cc2)cc1
  -4 | -16 | 100 | 127 | -3 | 3 | 109 | -2
COc1ccccc1CNC(=O)[C@@H]1CCCN1S(=O)(=O)c1ccc(Cl)cc1
  8 | 3 | 83 | 106 | 1 | 4 | 97 | 2
Cc1cc2c(=O)n(Cc3ccco3)c(SCC(=O)NCc3ccco3)nc2s1
  11 | 4 | 94 | 99 | 2 | -8 | 98 | -4
Cc1ccc(OCCC(=O)OCC(=O)N2c3ccccc3NC(=O)C2(C)C)cc1
  -1 | 7 | 101 | 104 | -2 | -2 | 99 | 6
Cc1ccc(C)c(NC(=O)c2ccc(N(C)S(C)(=O)=O)cc2)c1
  -2 | -14 | 108 | 116 | 6 | -7 | 106 | -6
CC(C)NC(=O)N(C)C[C@@H]1Oc2c(NC(=O)Nc3ccccc3)cccc2C(=O)N([C@H](C)CO)C[C@H]1C
  0 | x | 86 | 93 | -2 | x | 93 | 3
CCOC(=O)CNC(=O)CSc1nc2nc(C)c(Br)cc2[nH]1
  -5 | 12 | 103 | 99 | 8 | 13 | 95 | 11
O=C(Nc1ccc(F)c(F)c1)C1CCCN(S(=O)(=O)c2cnc[nH]2)C1 (stereo unspecified)
  0 | -4 | 105 | 106 | 0 | -1 | 100 | 5
CCCCc1nc(NCc2ccccc2)c(C#N)c2c1CCCC2
  5 | -6 | 82 | 101 | 2 | 1 | 98 | -7

# Some of the entries so far, with bars between the fields.
molecule | proCasp3 act | ZTA counter | LAP4 TOR yeast | MEP2-GFP yeast | AHR activator | EBNA-1 inhibitor | RPL19A-GFP yeast | procasp7 counter
COc1ccc(NS(=O)(=O)c2ccc(NC(=O)CCNS(=O)(=O)c3ccc(C)cc3)cc2)cc1 | -4 | -16 | 100 | 127 | -3 | 3 | 109 | -2
COc1ccccc1CNC(=O)[C@@H]1CCCN1S(=O)(=O)c1ccc(Cl)cc1 | 8 | 3 | 83 | 106 | 1 | 4 | 97 | 2
Cc1cc2c(=O)n(Cc3ccco3)c(SCC(=O)NCc3ccco3)nc2s1 | 11 | 4 | 94 | 99 | 2 | -8 | 98 | -4
Cc1ccc(OCCC(=O)OCC(=O)N2c3ccccc3NC(=O)C2(C)C)cc1 | -1 | 7 | 101 | 104 | -2 | -2 | 99 | 6
Cc1ccc(C)c(NC(=O)c2ccc(N(C)S(C)(=O)=O)cc2)c1 | -2 | -14 | 108 | 116 | 6 | -7 | 106 | -6
CC(C)NC(=O)N(C)C[C@@H]1Oc2c(NC(=O)Nc3ccccc3)cccc2C(=O)N([C@H](C)CO)C[C@H]1C | 0 | x | 86 | 93 | -2 | x | 93 | 3
CCOC(=O)CNC(=O)CSc1nc2nc(C)c(Br)cc2[nH]1 | -5 | 12 | 103 | 99 | 8 | 13 | 95 | 11

# (list continues)
# Fields – proCasp3 act | ZTA counter | LAP4 TOR yeast | MEP2-GFP yeast | AHR activator | EBNA-1 inhibitor | RPL19A-GFP yeast | procasp7 counter
CC(=O)N1CCc2c(sc(NC(=O)c3ccc4c(c3)OCCO4)c2C#N)C1
  -6 | -1 | 99 | 93 | -6 | 9 | 95 | 2
CCOC(=O)c1cnc(-n2nc(C)cc2C)nc1N1CC(C)OC(C)C1 (stereo unspecified)
  5 | -3 | 103 | 103 | 8 | 2 | 99 | 6
Cc1ccc(S(=O)(=O)N2CCCC2=O)c(C)c1N(C)S(C)(=O)=O
  -4 | 15 | 94 | 107 | 0 | 1 | 105 | -4
N#C/C(=C\C=C\c1ccccc1[N+](=O)[O-])C(=O)NC1CCCCC1
  -9 | 10 | 109 | 100 | 0 | -3 | 101 | -5
Cc1cc(C(=O)CN2C(=O)c3cccc(N)c3C2=O)c(C)n1Cc1cccs1
  -13 | 1 | 100 | 104 | 32 | -17 | x | -17

# The order is random; about 3.8% have a hit in one of these screens.
